Screening data: PubChem, The Scripps Research Institute Molecular Screening Center
UHRF1 binding: UHRF1 methylated DNA binding inhibitors, primary screen, counter-screen for MBD2 inhibitor project, biochemical, TR-FRET, human UHRF1, single concentration | E3 ubiquitin-protein ligase UHRF1 (Homo sapiens), Q96T88 | UHRF1 binding to methylated oligo | inhibition, % at 4.4 µM | actives 0.75% (n = 370,000); in the data active = inhibition above about 21%;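 also: UHRF1 SRA domain binding a hemimethylated CpG hairpin DNA probe; 0% = median of test compound wells and 100% = reference inhibitor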
MBD2 DNA inh: inhibitors of MBD2 binding to methylated DNA, primary screen, biochemical, TR-FRET, DNA-binding domain, human. Methyl-CpG-binding domain protein 2 (Homo sapiens), Q9UBB5. MBD2 binding to methylated oligonucleotide. inhibition, % at 4.4 µM. actives 0.31% (n = 370,000). AID 686964, 2013; in the data active = inhibition above about 13%
ARFGAP1 inhibitor: inhibitors of rat ARFGAP1 GAP activity, primary screen, biochemical, fluorescence polarization, GDP tracer; actives 0.26% (n = 360,000); Arfgap1-stimulated ARF1 GTP hydrolysis, GDP FP detection; ADP-ribosylation factor GTPase-activating protein 1 (Rattus norvegicus), Q62848; inhibition, % at 16.5 µM;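 active = inhibition above a per-plate limit, mean inhibition of low control wells plus 3 SD, cut at about 25% in these data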;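 also: 0% = DMSO wells with enzyme and 100% = wells lacking Arfgap1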
Target sequence (Q62848 1-136 limits assumed): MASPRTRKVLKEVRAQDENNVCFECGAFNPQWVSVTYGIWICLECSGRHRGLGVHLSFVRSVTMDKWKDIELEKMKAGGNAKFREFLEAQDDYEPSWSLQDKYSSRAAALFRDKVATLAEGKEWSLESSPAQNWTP
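Repeats: one replicate per compound; assay system: rat Arfgap1 catalytic domain, aa 1-136; times: enzyme reaction 120 min at 25 °C after 20 min preincubation; detection: FP of antibody-bound GDP Alexa 633 tracer, ex 620/em 688 nm; benchmarks: high control wells lacking Arfgap1, low control full reaction with DMSO; reagent: human ARF1(Δ1-17)-GTP substrate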
DDE Tn6 FP inh: inhibitors of Tn6 peptide binding to fibrin DD(E), primary screen, biochemical, fluorescence polarization, human fibrin, Tn6 probe; actives 0.21% (n = 370,000); Fibrin DD(E) TRITC-Tn6 fluorescence polarization displacement; inhibition, % at 8.3 µM; AID 720509, 2013; Fibrinogen beta chain (Homo sapiens), P02675;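 active = inhibition above a per-campaign cutoff: mean of compounds within control limits plus 3 SD, cut at about 15% in these data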;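 also: 0% = median of all compound wells on the plate and 100% = blocking peptide control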
ADAM17 inh: ADAM17 inhibitors, primary screen, biochemical, QFRET; recombinant ADAM17, EDANS/DABCYL FRET peptide cleavage; inhibition, % at 6.95 µM; actives 0.83% (n = 370,000); AID 720648, 2013;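 active = inhibition above the mean of compounds lying between control limits plus 3 SD, set per campaign, cut at about 8.5% in these data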;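 also: 0% = DMSO-only wells as the low control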
Target sequence (P78536 215-824 limits assumed): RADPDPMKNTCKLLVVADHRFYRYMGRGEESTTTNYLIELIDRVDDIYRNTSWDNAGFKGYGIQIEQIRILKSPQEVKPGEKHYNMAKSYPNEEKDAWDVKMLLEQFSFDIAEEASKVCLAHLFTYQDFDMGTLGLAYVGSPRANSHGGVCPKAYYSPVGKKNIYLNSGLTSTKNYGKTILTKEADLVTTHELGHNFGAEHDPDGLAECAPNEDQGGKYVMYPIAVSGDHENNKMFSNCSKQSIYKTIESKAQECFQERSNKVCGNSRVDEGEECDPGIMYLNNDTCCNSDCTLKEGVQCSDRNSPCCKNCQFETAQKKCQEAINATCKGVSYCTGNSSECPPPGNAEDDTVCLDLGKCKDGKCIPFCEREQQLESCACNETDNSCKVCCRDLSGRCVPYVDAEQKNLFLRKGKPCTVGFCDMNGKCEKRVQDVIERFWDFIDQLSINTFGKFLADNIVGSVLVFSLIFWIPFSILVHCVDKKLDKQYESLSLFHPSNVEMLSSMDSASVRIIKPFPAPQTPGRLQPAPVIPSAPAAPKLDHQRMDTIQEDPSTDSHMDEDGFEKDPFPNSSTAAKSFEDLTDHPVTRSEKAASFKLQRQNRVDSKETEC
PLC-gamma1 inh: PLC-gamma1 enzyme inhibitors, primary screen, biochemical, fluorescence, purified enzyme; 1-phosphatidylinositol 4,5-bisphosphate phosphodiesterase gamma-1 (Homo sapiens), P19174; fluorogenic substrate; inhibition, % at 12.2 µM; actives 0.84% (n = 370,000); AID 720700, 2013; in the data active = inhibition above about 9.5%
KLK7 zymogen act: proKLK7 zymogen activators, primary screen, biochemical, fluorescence intensity. Kallikrein-7 (Homo sapiens), P49862. purified proKLK7, EDANS-DABCYL substrate fluorescence; 100% is mature enzyme control, 0% vehicle. activation, % at 7 µM. actives 0.9% (n = 370,000);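 active = activation above the mean of all tested compounds plus 3 SD, computed per campaign excluding outliers beyond control limits, cut at about 13% in these data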
Target sequence (P49862 whole entry, looked up): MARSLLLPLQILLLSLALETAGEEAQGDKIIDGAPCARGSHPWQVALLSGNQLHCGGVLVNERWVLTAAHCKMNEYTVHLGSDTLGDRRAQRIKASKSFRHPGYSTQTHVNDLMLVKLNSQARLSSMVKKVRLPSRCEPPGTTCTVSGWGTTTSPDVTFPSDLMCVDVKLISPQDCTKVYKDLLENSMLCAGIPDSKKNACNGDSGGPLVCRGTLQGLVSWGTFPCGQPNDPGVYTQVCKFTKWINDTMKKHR
Tn7 DDE FP: inhibitors of Tn7 peptide binding to fibrin DD(E), primary screen, biochemical, fluorescence polarization, human fibrin, Tn7 probe; Fibrinogen beta chain (Homo sapiens), P02675; FP displacement of FITC-Tn7 peptide from fibrin DD(E); 0% = median of compound wells per plate; inhibition, % at 8.3 µM; actives 0.13% (n = 370,000);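 active = inhibition above the mean of compounds falling within the control limits plus 3 SD of them, cut at about 14% in these data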;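 also: 0% = plate median of compound wells and 100% = 10 µM Aha-Tn7 peptide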
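Assay system: Human clot-derived fibrin DD(E) complex | Buffer or medium: Tris/NaCl/CaCl2 buffer, pH 7.8 | Repeats: One replicate per compound | Benchmarks: Aha-Tn7 high control | Measure: % inhibition scaled between sample-field median and high-control FP | Schedule: 10 min plus 3 h, room temperature | Signal: Fluorescence polarization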
ASAP1 inh: inhibitors of human ASAP1 ArfGAP activity, primary screen, biochemical, fluorescence polarization; Arf-GAP with SH3 domain, ANK repeat and PH domain-containing protein 1 (Homo sapiens), …; ASAP1-stimulated ARF1 GTP hydrolysis, GDP FP detection; inhibition, % at 16.5 µM; actives 0.19% (n = 360,000); in the data active = inhibition above about 25%;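 also: 0% = vehicle with enzyme and substrate and 100% = no enzyme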
PLC-beta3 inh: human PLC-beta3 inhibitors, primary screen, biochemical, fluorescence | inhibition, % at 12.2 µM | actives 0.18% (n = 370,000) | 1-phosphatidylinositol 4,5-bisphosphate phosphodiesterase beta-3 (Homo sapiens), Q01970 | Purified PLC-beta3, fluorogenic substrate; in the data active = inhibition above about 11%;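 also: 0% = median of compound wells on plate and 100% = full blocker control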
* hit, by the source's call; i = inactive. Rows are unselected. About 4.1% of those tested had a hit in this group.

SMILES | UHRF1 binding | MBD2 DNA inh | ARFGAP1 inhibitor | DDE Tn6 FP inh | ADAM17 inh | PLC-gamma1 inh | KLK7 zymogen act | Tn7 DDE FP | ASAP1 inh | PLC-beta3 inh
CCCNC(=O)COC(=O)CCC(=O)c1ccc(F)cc1 | 7 | 0 | -13 | -6 | 1 | 9.8* | -0.7 | -1 | 6 | 7
CCOC(=O)C1CCN(C(=O)COC(=O)COc2ccc(Cl)cc2)CC1 | 1 | 0 | 1 | 4 | -3 | -2 | 0.4 | -5 | -1 | -5
Cc1ccc(-c2nn(-c3ccccc3)cc2/C=N/O)cc1 | 2 | 2 | 1 | -1 | -1 | -1 | 0.3 | 3 | -1 | -5
CCCCn1c(N)c(N(CC(C)C)C(=O)c2ccc(OCC3CCCO3)cc2)c(=O)[nH]c1=O (stereo unspecified) | -1 | -5 | -2 | 0 | -3 | 2 | -0.8 | -6 | 0 | 3
CC(O)(c1cccnc1)c1nc(-c2cccc3cccnc23)cs1 (stereo unspecified) | -1 | -7 | 4 | 1 | -15 | -15 | 0.9 | -8 | -7 | -22
CCOC(=O)c1sc(NC(=O)c2cc(-c3ccccc3)nc3ccccc23)c(C#N)c1C | -2 | -5 | 0 | -3 | -4 | -3 | 0.2 | 4 | 13 | -2
CC(=O)N1CCOCCOCCOCC1 | 1 | 2 | 6 | -1 | 0 | 1 | 0.7 | -3 | 7 | -2
CC(NC(=O)C1CCN(Cc2ccc(Oc3ccccc3)cc2)CC1)c1cccc2ccccc12 (stereo unspecified) | 0 | 0 | 1 | 0 | 7 | 5 | 0.0 | 0 | -4 | 1
C=CCn1cc(C(=O)NCc2ccc(Cl)cc2)c(=O)c2cc(S(=O)(=O)N(CC)CC)ccc21 | -1 | 2 | -5 | -10 | 2 | 1 | -0.3 | -5 | 14 | -1
COc1ccc(C(=O)N(C)[C@H]2C[C@H]3c4[nH]c5c(-c6ccccc6)cccc5c4CCN3C(=O)[C@H]2[C@H](C)O)cc1 | -3 | 5 | 8 | 4 | -14 | -9 | -0.6 | 7 | 6 | -12
O=C(COC(=O)C1CCN(S(=O)(=O)c2cccs2)CC1)Nc1ccccc1Br | 2 | 0 | 3 | 2 | -1 | 3 | 0.3 | 0 | -2 | -1
O=C(Oc1cccc(NC(=O)c2ccco2)c1)c1cccc(S(=O)(=O)N2CCCCC2)c1 | 0 | 2 | 8 | -4 | 5 | 0 | -0.6 | 9 | -3 | -1
COc1ccc(OC)c(N2C(=O)CC(C(C)c3ccccc3)C2=O)c1 (stereo unspecified) | 6 | -2 | 5 | 0 | 6 | 0 | -0.3 | 3 | 3 | 2
COC(=O)C(C)N(C#N)c1nc(NC(C)C)nc(SC)n1 (stereo unspecified) | -2 | 4 | 10 | -3 | -2 | 2 | -0.3 | 1 | 9 | 2
Cn1c(N)c(C(=O)COC(=O)[C@H](Cc2ccccc2)N2C(=O)c3ccccc3C2=O)c(=O)n(C)c1=O | 3 | 0 | 4 | -4 | 2 | 0 | 0.3 | 3 | 1 | -2
Cn1ncc(Cl)c1C(=O)N1CCN(c2ccc(Cl)c(Cl)c2)CC1 | -2 | 2 | -4 | 0 | -3 | 0 | 0.0 | -2 | 1 | -8
N=c1c(S(=O)(=O)c2ccc(Br)cc2)cc2c(=O)n3ccccc3nc2n1C1CCCC1 | 4 | -3 | -5 | -7 | -24 | -16 | 0.2 | 0 | 2 | -24
COc1ccc(C(=O)Nc2ccc(N3CCN(C(=O)C(C)C)CC3)cc2)cc1[N+](=O)[O-] | 0 | -2 | -4 | 6 | 4 | 1 | -0.4 | -5 | -16 | 3
O=C(Nc1cccc(F)c1)c1cc(S(=O)(=O)NCCC2=CCCCC2)ccc1F | 5 | 9 | 6 | -9 | 9.1* | 2 | 0.1 | -4 | 12 | -8
COC(=O)/C=C1\S/C(=N/N=C/c2ccco2)NC1=O | -3 | 1 | -5 | 6 | -1 | -9 | 0.4 | 3 | -6 | -12
COc1ccc(-c2ccc(CCC(=O)O)n2C(C)C)cc1 | -3 | 2 | 3 | -1 | i | -357 | 7.9 | 0 | -8 | -394
N#Cc1nc(COc2ccccc2F)oc1NCCCn1ccnc1 | 5 | 3 | 7 | -7 | 0 | 5 | -0.2 | -3 | 9 | 1
CC(C)N(Cc1ccc(F)cc1)C(=O)c1cc2ccccc2oc1=O | -4 | 0 | -4 | 0 | -1 | 1 | 0.2 | -5 | -6 | -4
O=C(CSc1cccc[n+]1[O-])Nc1cc([N+](=O)[O-])ccc1Cl | 1 | 13* | -8 | 7 | -5 | 1 | 0.1 | 10 | 3 | 2
Cn1ccc2c(N3CCCCC3)cc3c(c21)C1CCC3C1 (stereo unspecified) | -1 | -4 | -4 | 0 | 4 | -2 | 0.0 | -3 | -11 | -5

Random excerpt: four compounds from above, in no set order.
SMILES | UHRF1 binding | MBD2 DNA inh | ARFGAP1 inhibitor | DDE Tn6 FP inh | ADAM17 inh | PLC-gamma1 inh | KLK7 zymogen act | Tn7 DDE FP | ASAP1 inh | PLC-beta3 inh
Cn1c(N)c(C(=O)COC(=O)[C@H](Cc2ccccc2)N2C(=O)c3ccccc3C2=O)c(=O)n(C)c1=O | 3 | 0 | 4 | -4 | 2 | 0 | 0.3 | 3 | 1 | -2
Cc1ccc(-c2nn(-c3ccccc3)cc2/C=N/O)cc1 | 2 | 2 | 1 | -1 | -1 | -1 | 0.3 | 3 | -1 | -5
CC(C)N(Cc1ccc(F)cc1)C(=O)c1cc2ccccc2oc1=O | -4 | 0 | -4 | 0 | -1 | 1 | 0.2 | -5 | -6 | -4
CCCCn1c(N)c(N(CC(C)C)C(=O)c2ccc(OCC3CCCO3)cc2)c(=O)[nH]c1=O (stereo unspecified) | -1 | -5 | -2 | 0 | -3 | 2 | -0.8 | -6 | 0 | 3

(list continues)
SMILES | UHRF1 binding | MBD2 DNA inh | ARFGAP1 inhibitor | DDE Tn6 FP inh | ADAM17 inh | PLC-gamma1 inh | KLK7 zymogen act | Tn7 DDE FP | ASAP1 inh | PLC-beta3 inh
COc1ccc(NC(=O)COC(=O)CCc2ccc(S(=O)(=O)N3CCOCC3)cc2)c(OC)c1 | -1 | -8 | 14 | 0 | -8 | -3 | 0.2 | 4 | 1 | -4
Cc1cc(C)n(-c2ccc(C(=O)OCC(=O)NC(c3ccccc3)c3ccccc3)cc2)n1 | -1 | -6 | 16 | 0 | 3 | 1 | 0.4 | -4 | 15 | 3
CCCCn1c(N)c(N(CC)C(=O)c2cnc(C)cn2)c(=O)[nH]c1=O | 5 | 0 | 0 | -10 | -14 | 6 | 0.1 | 1 | 4 | -7
O=C(CSc1nnc(-c2ccco2)n1Cc1ccccc1)c1ccc(F)cc1 | -1 | 4 | 8 | -1 | 1 | -1 | 0.7 | -4 | -1 | -1
Cc1ccc(-c2nnc(SCC(=O)CC(=O)Nc3ccccc3)n2-c2ccccc2)cc1 | -1 | -1 | -3 | -2 | -4 | -7 | 0.0 | -5 | -6 | -2
CCOC(=O)C1CCN(C(=O)c2cc3cc(C)ccc3[nH]2)CC1 | -4 | 2 | 8 | -3 | -3 | 2 | 0.8 | 3 | -5 | -9
CSc1ncccc1C(=O)OCC(=O)NCCc1ccccc1 | 0 | -4 | 4 | -5 | -2 | -1 | -0.3 | 1 | -8 | -5
O=C(COC(=O)c1c(F)cccc1F)NCc1ccc2c(c1)OCO2 | 1 | 1 | 7 | 3 | 0 | -3 | 0.1 | 0 | 5 | -11
Cc1oc(-c2ccc(F)cc2F)nc1CN1CCN(C(=O)c2ccco2)CC1 | -1 | 1 | 1 | 1 | -4 | -3 | -0.4 | -5 | -13 | -3
Cc1sc2nc(CSc3ncn[nH]3)[nH]c(=O)c2c1C | 0 | 4 | -5 | -2 | -5 | -2 | 0.0 | 4 | 9 | -4
Cc1ncc(CN2CCC(C(=O)Nc3ccc(Oc4cccnc4)cc3)CC2)cn1 | -1 | 0 | 0 | -2 | -4 | -2 | 0.3 | -1 | -2 | -8
CC1CCCCC1NC(=O)Cn1nnc2ccccc2c1=O (stereo unspecified) | 1 | -2 | -8 | -2 | -4 | 4 | 0.6 | 2 | 4 | -7
COc1ccc(/C=C2\N=C(C)OC2=O)cc1OC | 0 | -1 | 10 | -9 | 3 | 4 | -1.2 | -9 | 9 | 1
Cc1nnc(SCc2nnc(-c3cccs3)o2)n1C | 0 | 4 | -5 | 1 | -2 | 0 | -0.2 | -6 | -12 | -5
CC(=O)OC(Cn1ccnc1)c1ccccc1 (stereo unspecified) | 1 | 0 | -3 | 2 | -2 | 0 | 0.5 | 1 | -20 | -1
Cc1cc(C)c2c(CN3CCN(C/C=C/c4ccccc4)CC3)cc(=O)oc2c1 | 7 | 4 | 1 | 2 | 2 | 4 | 0.7 | -7 | -2 | -16
O=C(Nc1ccc(S(=O)(=O)N2CCCC2)cc1)N1c2ccccc2Sc2ccccc21 | -2 | -1 | 5 | 0 | 0 | -2 | 0.0 | -4 | 19 | -2
COCC(=O)Nc1ccc(S(=O)(=O)N2CCCC2)cc1 | 2 | -1 | 13 | -2 | 3 | 5 | 0.1 | -9 | -2 | -1
c1ccc(C2C/C(=N\N3CCOCC3)c3ccccc3O2)cc1 (stereo unspecified) | -3 | 1 | -8 | 3 | -4 | 0 | -0.6 | -5 | 14 | -4
O=C(CSc1nnc(-c2ccccn2)n1Cc1ccccc1)Nc1ccc2c(c1)OCO2 | -2 | -7 | 2 | 3 | -6 | 1 | -0.4 | -3 | -13 | 0
Cc1cc(C)nc(SCC(=O)c2ccc(F)cc2)n1 | 1 | 0 | 1 | 6 | -3 | -3 | 0.2 | 0 | -3 | -4
Brc1ccc(-c2ccccc2)cc1 | 1 | 4 | -7 | 7 | 1 | -4 | -0.5 | 5 | 6 | -2
COc1cc2c(c(OC)c1CC=C(C)C)C[C@H](c1ccc(O)cc1O)CO2 | 1 | 0 | 17 | -3 | 6 | -2 | 0.2 | -11 | 9 | 0
C=CC[C@@H](CC(=O)N[C@H](CO)Cc1ccccc1)C(=O)NC[C@H](OC(=O)[C@@H](CC=C)Cc1ccc(F)cc1)c1ccccc1 | 0 | -1 | 3 | -4 | 2 | -1 | -0.2 | 0 | -4 | 2
CC1Cc2[nH][nH]c(=O)c2C(C2CCCC2)O1 (stereo unspecified) | -8 | -2 | 2 | -9 | -1 | 1 | 0.0 | -1 | 8 | 1
